Screening results from PubChem.
FBPA Giardia inh – blocks Giardia fructose-bisphosphate aldolase activity; A8B2U2; purified Giardia FBPA; Potency, µM (doses to about 59.6 µM), inactives show top-dose activity, negative = inhibition, actives largely listed as inhibitors; 0.71% of 290,000 active; also: potency is read from the fitted curve at half-maximal effect; nearly all actives have a fitted effect of over 55% in size
Target sequence (A8B2U2 whole entry, looked up): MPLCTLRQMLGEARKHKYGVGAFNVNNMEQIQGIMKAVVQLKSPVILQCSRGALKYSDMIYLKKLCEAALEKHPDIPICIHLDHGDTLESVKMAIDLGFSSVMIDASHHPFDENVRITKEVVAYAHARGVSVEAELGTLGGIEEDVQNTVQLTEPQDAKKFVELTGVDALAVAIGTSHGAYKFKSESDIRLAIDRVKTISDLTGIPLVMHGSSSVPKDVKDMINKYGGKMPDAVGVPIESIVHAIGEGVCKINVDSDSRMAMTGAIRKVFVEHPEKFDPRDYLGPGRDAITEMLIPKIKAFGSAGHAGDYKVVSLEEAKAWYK
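Giardia FBPA (40 nM reagent) was preincubated 10 min at RT with compound (up to 57.5 uM final), then substrate plus GAPDH/TPI/NAD/arsenate coupling system with diaphorase/resazurin was added; resorufin fluorescence (525/598 nm) was read after 20 min.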
AMA1-RON2 inh – inhibitors of Plasmodium falciparum AMA1-RON2 interaction. AlphaScreen AMA1-biotinylated RON2 peptide binding. Potency, µM (series often up to 58.2 µM), inactives show at the highest dose activity change, negative = inhibition, most hits filed as inhibitors. 0.2% of 360,000 active;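 also: potency is read from the fitted curve at half-maximal effect; 0% = vehicle wells and -100% = peptide control; nearly all actives have a fitted effect of over 45% in size; some results filed as inactive show a strong effect at the top dose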
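AMA1 (3D7) with his tag at 25 nM final met compounds first, then biotinylated RON2 peptide at 25 nM; detection used donor plus acceptor beads, 10 µg/mL apiece, read by AlphaScreen after 30 min at room temperature.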
HCMV inh – human cytomegalovirus inhibition. HFF cells, HCMV-luciferase reporter, 72 h; stronger effect = lower value. activity change, negative = inhibition, % at 57.5 µM. 4.5% of 410,000 active; in the data active = activity change below about -60%; inconclusive = no clear call, values can overlap the other calls; inactive = above about -39%
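Compounds were evaluated in HFFs infected with an HCMV luciferase reporter virus (MOI 1 PFU/cell). Luciferase in lysates collected 72 h post infection served as the replication measure.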
AmpC detergent – AmpC beta-lactamase inhibition with detergent present. AmpC hydrolysis of nitrocefin, absorbance 480 nm, 0.01% Triton. 0.041% of 370,000 active. Potency, µM (top dose mostly 114 µM), for inactives: at the top dose activity change, negative = inhibition, hits mostly inhibitors. P00811;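 also: potency is read from the fitted curve at half-maximal effect; 0% = no-compound wells and -100% = no-enzyme wells; nearly all actives have a fitted effect of over 25% in size; some results filed as inactive show a strong effect at the top dose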
Target sequence (P00811 whole entry, looked up): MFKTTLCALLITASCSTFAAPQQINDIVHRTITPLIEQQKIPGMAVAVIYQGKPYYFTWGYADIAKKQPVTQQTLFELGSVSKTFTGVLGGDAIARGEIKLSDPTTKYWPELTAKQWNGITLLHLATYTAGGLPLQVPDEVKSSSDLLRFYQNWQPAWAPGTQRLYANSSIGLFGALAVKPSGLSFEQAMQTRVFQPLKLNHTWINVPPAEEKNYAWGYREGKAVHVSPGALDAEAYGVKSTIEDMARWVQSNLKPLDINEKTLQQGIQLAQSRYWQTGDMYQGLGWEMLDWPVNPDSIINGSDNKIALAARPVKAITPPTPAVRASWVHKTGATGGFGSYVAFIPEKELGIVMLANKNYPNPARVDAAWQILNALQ
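20 mM phosphate pH 7.0 + 0.01% (detergent screen) or 0.0001% Triton X-100; 5.3 nM AmpC reagent; cpd preinc 15 min RT; nitrocefin (800 uM stock) to start; A480 q20 s × 4 min; Activity was normalised to no-enzyme and no-compound control wells.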
HCV inh – blocks hepatitis C virus; Huh7.5.1 HCVcc-Cre infection, luciferase reporter, 44 h; Potency, µM (titrated, usually from 41.8 µM), for the others: at the top dose activity change, negative = inhibition, hits mostly inhibitors; 3.4% of 340,000 active; AID 651820; also: potency is read from the fitted curve at half-maximal effect
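Luciferase read-out (15 sec integration) after a 15 min room-temperature substrate step quantifies HCVcc-Cre infection. Cells, 1,000 per well, had compound added 4 h post-plating, then virus at ~0.5 moi, and were cultured 44 h.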
Sm TGR inh – S. mansoni TGR enzyme inhibition. purified TGR, DTNB reduction, TNB absorbance 405 nm. Potency, µM (series often up to 114 µM), without a hit: at the top dose activity change, negative = inhibition, actives largely listed as inhibitors. 3% of 360,000 active. AID 485364; also: potency is read from the fitted curve at half-maximal effect; nearly all actives have a fitted effect of over 60% in size
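First, TGR (20 nM dispensed) and NADPH were mixed with compound. Second, a 15 min room-temperature incubation followed. Third, further NADPH and then DTNB were added to start the reaction. Finally, TNB absorbance was monitored kinetically.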
* hit, by the source's call; [ ] = another dose, or the depositor's remark. Unless noted, calls follow the shape of the dose curve; as a rule, active = well fitted curve in the direction sought with a large enough effect; inconclusive = small, poorly fitted or top-dose-only effect, or another doubt; inactive = no such curve, though single readings can be large; an effect the other way counts as inactive or inconclusive. Unless noted, % is scaled to controls: 0 for no effect and ±100 for the full control effect.

CCOC(=O)C1CCN(C(=O)C2CC(=O)N(c3ccc4c(c3)OCCO4)C2)CC1 (configuration not stated) was read as AMA1-RON2 inh 100%[activator], HCMV inh 2, AmpC detergent 1%, HCV inh -2% and Sm TGR inh -27%.
`CCN1CCCC1CNC(=O)c1csc2c1CCCC2` (configuration not stated) gave FBPA Giardia inh 0%, AMA1-RON2 inh -18%, HCMV inh 53, AmpC detergent 3%, HCV inh inconclusive and Sm TGR inh -13%.
For Cc1onc(-c2ccccc2)c1C(=O)Nc1ccc(Cl)c(S(=O)(=O)N2CCOCC2)c1 the results were AMA1-RON2 inh -15%, HCMV inh -103*, AmpC detergent 2%, HCV inh -2% and Sm TGR inh 1%.
`COc1ccccc1NC(=O)c1c(N=Cc2cccc([N+](=O)[O-])c2)cnn1C` gave FBPA Giardia inh -2%, AMA1-RON2 inh -23%, HCMV inh 14, AmpC detergent 2%, HCV inh inconclusive and Sm TGR inh -25%.
Screening N#Cc1cccc(C(=O)OCC(=O)c2ccc3c(c2)NC(=O)CO3)c1 returned AMA1-RON2 inh 8%, HCMV inh -20, AmpC detergent inconclusive, HCV inh -19% and Sm TGR inh 4%.
For CCc1noc(C)c1C(=O)OCC(=O)N1CCc2ccccc21 the results were AMA1-RON2 inh 10%, HCMV inh -12, AmpC detergent 2%, HCV inh 38%[activator] and Sm TGR inh -5%.
CC(C)(C)c1ccc(S(=O)(=O)N2CCN(C3CCCC3)CC2)cc1 was read as FBPA Giardia inh 5%, AMA1-RON2 inh -3%, HCMV inh 27, AmpC detergent inconclusive, HCV inh -5% and Sm TGR inh -1%.
For Cc1nn(Cc2ccc(Cl)cc2)c(C)c1NC(=O)Cn1nc([N+](=O)[O-])c(Cl)c1C the results were FBPA Giardia inh 4%, AMA1-RON2 inh 14%, HCMV inh 101, AmpC detergent -6%, HCV inh 3.2µM* and Sm TGR inh 5%.
For Cc1nnc(SCC(=O)Nc2ccc(F)cc2F)n(N)c1=O the results were AMA1-RON2 inh 23%, HCMV inh -6, AmpC detergent 1% and Sm TGR inh 0%.
Screening CSc1ccccc1C(=O)NCCOc1ccccc1C returned FBPA Giardia inh 0%, AMA1-RON2 inh -20%, HCMV inh -17, AmpC detergent inconclusive, HCV inh -7% and Sm TGR inh 7%.
Screening O=S(=O)(c1ccccc1)c1nc(-c2cccs2)oc1NCCCn1ccnc1 returned FBPA Giardia inh -13%, AMA1-RON2 inh -13%, HCMV inh 11, AmpC detergent inconclusive, HCV inh 6% and Sm TGR inh inconclusive.
For Cc1nc2sc(C(c3cccs3)N3CCN(Cc4ccccc4)CC3)c(O)n2n1 (configuration not stated) the results were FBPA Giardia inh -10%, AMA1-RON2 inh 11%, HCMV inh 17, AmpC detergent 8%, HCV inh 9% and Sm TGR inh 4%.
Screening CSCCC(NS(=O)(=O)c1ccc(C)cc1)C(=O)N1CCN(C(c2ccccc2)c2ccccc2)CC1 (configuration not stated) returned AMA1-RON2 inh 0%, HCMV inh -6, AmpC detergent -10%, HCV inh inconclusive and Sm TGR inh -19%.
`COc1ccc(CCNC(=O)c2sc3nc4n(c(=O)c3c2C)CCC4)cc1` gave AMA1-RON2 inh -14%, HCMV inh inconclusive, AmpC detergent 0%, HCV inh 8% and Sm TGR inh 4%.
Cc1ccc(-n2c(SCC(=O)N(C)C3CCS(=O)(=O)C3)nc3ccccc3c2=O)c(C)c1 (configuration not stated) was read as AMA1-RON2 inh 28%, HCMV inh 1 and HCV inh 19%.
`Cc1sc2ncnc(SCC(=O)N3CCCC(C(F)(F)F)C3)c2c1C` (configuration not stated) gave FBPA Giardia inh 6%, AMA1-RON2 inh 5%, HCMV inh -10, AmpC detergent -14%, HCV inh 25% and Sm TGR inh 0%.
For COc1ccc(NC(=S)N2CCC(NC(=O)c3ccc(OC)cc3)CC2)cc1 the results were FBPA Giardia inh -11%, AMA1-RON2 inh -13%, HCMV inh 3, AmpC detergent inconclusive, HCV inh 15% and Sm TGR inh 1%.
`O=C(C1CCCN(S(=O)(=O)c2cccs2)C1)N1CCN(c2cccc(Cl)c2)CC1` (configuration not stated) gave HCMV inh -29, AmpC detergent 18% and Sm TGR inh 13%.
O=C(NCc1ccncc1)c1ccc(OCc2ccccc2)cc1 was read as AMA1-RON2 inh -4%, HCMV inh -2 and HCV inh inconclusive.
`CCOc1ccc(N2C(=O)CC(NCc3ccc(S(N)(=O)=O)cc3)C2=O)cc1` (configuration not stated) gave FBPA Giardia inh 3%, AMA1-RON2 inh -10%, HCMV inh -22, AmpC detergent 1%, HCV inh 9% and Sm TGR inh 4%.
`CCC(c1nnnn1Cc1ccc2c(c1)OCO2)N1CCN(CC)CC1` (configuration not stated) gave FBPA Giardia inh 1%, AMA1-RON2 inh -1%, HCMV inh 31, AmpC detergent -13% and HCV inh -5%.
`COc1cc(Cl)c(C)cc1NC(=O)COc1cc(C)nc(C(C)C)n1` gave FBPA Giardia inh 1%, AMA1-RON2 inh -1%, HCMV inh -17, AmpC detergent inconclusive, HCV inh -30% and Sm TGR inh 3%.
`O=C(Nc1ccccc1)/C(=C/c1cccnc1)NC(=O)c1ccccc1` gave FBPA Giardia inh -1%, AMA1-RON2 inh 5%, HCMV inh 0, AmpC detergent -2%, HCV inh -9% and Sm TGR inh -13%.
For CCOc1ccccc1/C=C/c1onc(C)c1S(=O)(=O)N1CCC(C(=O)N2CCCCC2)CC1 the results were HCMV inh 0, AmpC detergent 5% and Sm TGR inh 2%.
`O=C(NC(=S)NC1CCCC1)c1ccccc1` gave AMA1-RON2 inh -9%, HCMV inh 58, AmpC detergent -5%, HCV inh -5% and Sm TGR inh inconclusive.
Screening COc1cccc(-c2c(-c3cc(OC)cc(OC)c3)n(C)c3ccc(-c4ccc5cc[nH]c5c4)cc23)c1 returned AMA1-RON2 inh 0%, HCMV inh 4 and HCV inh inconclusive.
`CC(C)(C)C(=O)NC(n1cnc2c(N3CCOCC3)ncnc21)C(Cl)(Cl)Cl` (configuration not stated) gave FBPA Giardia inh 1%, AMA1-RON2 inh -3%, HCMV inh -34, AmpC detergent -4%, HCV inh 6% and Sm TGR inh 1%.
Screening CCN(CCNC(=O)Nc1ccc(Cl)cc1)c1ccccc1 returned FBPA Giardia inh 0%, AMA1-RON2 inh -9%, HCMV inh -21, AmpC detergent 2%, HCV inh 14µM* and Sm TGR inh 6%.
Screening COc1ccc(-n2c(O)c(C=NCCCn3ccnc3)c(=O)[nH]c2=O)cc1 returned FBPA Giardia inh 0%, AMA1-RON2 inh -6%, HCMV inh 52, AmpC detergent -12%, HCV inh 7% and Sm TGR inh 0%.
`O=C(COc1ccccc1F)Nc1nnc(C2CCCC2)s1` gave AMA1-RON2 inh 4%, HCMV inh -25, AmpC detergent inconclusive, HCV inh -6% and Sm TGR inh 7%.

Continued (four carried over from the part before).
`CC(C)(C)C(=O)NC(n1cnc2c(N3CCOCC3)ncnc21)C(Cl)(Cl)Cl` (configuration not stated) gave FBPA Giardia inh 1%, AMA1-RON2 inh -3%, HCMV inh -34, AmpC detergent -4%, HCV inh 6% and Sm TGR inh 1%.
Screening CCN(CCNC(=O)Nc1ccc(Cl)cc1)c1ccccc1 returned FBPA Giardia inh 0%, AMA1-RON2 inh -9%, HCMV inh -21, AmpC detergent 2%, HCV inh 14µM* and Sm TGR inh 6%.
Screening COc1ccc(-n2c(O)c(C=NCCCn3ccnc3)c(=O)[nH]c2=O)cc1 returned FBPA Giardia inh 0%, AMA1-RON2 inh -6%, HCMV inh 52, AmpC detergent -12%, HCV inh 7% and Sm TGR inh 0%.
`O=C(COc1ccccc1F)Nc1nnc(C2CCCC2)s1` gave AMA1-RON2 inh 4%, HCMV inh -25, AmpC detergent inconclusive, HCV inh -6% and Sm TGR inh 7%.
For N#Cc1ccccc1NC(=O)COC(=O)/C=C/c1ccc(S(=O)(=O)N2CCOCC2)cc1 the results were AMA1-RON2 inh -5%, HCMV inh 64 and HCV inh 12%.
For O=C(NCC(O)c1ccc([N+](=O)[O-])cc1)c1cccc(S(=O)(=O)N2CCOCC2)c1 (configuration not stated) the results were AMA1-RON2 inh 0%, HCMV inh -9, AmpC detergent 1%, HCV inh inconclusive and Sm TGR inh -1%.
For O=C1CC(C(=O)N2CCOCC2)C2(CCCCC2)O1 (configuration not stated) the results were FBPA Giardia inh 5%, AMA1-RON2 inh 4%, HCMV inh 32, AmpC detergent -10%, HCV inh 7% and Sm TGR inh -1%.
`CN(C(=O)c1ccc(-c2ccccc2)cc1)C1CCCCC1` gave AMA1-RON2 inh 18%, HCMV inh -4 and HCV inh -20%.
For CN(c1ccccc1)S(=O)(=O)c1cccc(C(=O)Nc2nn[nH]n2)c1 the results were FBPA Giardia inh inconclusive, AMA1-RON2 inh 49%[activator], HCMV inh 0, AmpC detergent -5%, HCV inh -3% and Sm TGR inh 4%.
CCC(NC(=O)OC(C)(C)C)C(=O)Oc1ccc2c3c(c(=O)oc2c1)CCC3 (configuration not stated) was read as FBPA Giardia inh -2%, AMA1-RON2 inh 3%, HCMV inh -10, AmpC detergent inconclusive, HCV inh -20% and Sm TGR inh 0%.
`Cc1ccc(C(=O)N/C(=C/c2ccccc2)C(=O)NCC2CCCO2)cc1` (configuration not stated) gave FBPA Giardia inh 2%, AMA1-RON2 inh -17%, HCMV inh -34, AmpC detergent inconclusive, HCV inh 4% and Sm TGR inh 13%.
`CNc1nc(C(=O)O)nc(N2CCOCC2)n1` gave FBPA Giardia inh -25%, AMA1-RON2 inh inconclusive, HCMV inh -105*, AmpC detergent 4%, HCV inh 25% and Sm TGR inh 11%.
`CCOC(=O)c1ccccc1NC(=O)CSc1nc2ccccc2n1CC(=O)N1CCCC1` gave FBPA Giardia inh 2%, AMA1-RON2 inh -11%, HCMV inh 0, AmpC detergent 6%, HCV inh inconclusive and Sm TGR inh -2%.
CN(CCc1ccccn1)C(=O)Nc1ccc(C(C)(C)C)cc1 was read as FBPA Giardia inh -12%, AMA1-RON2 inh -18%, HCMV inh 8, AmpC detergent -5%, HCV inh inconclusive and Sm TGR inh 0%.
COc1cccc(C2CC(=O)Nc3c2c(=O)n(C)c2ncnn32)c1OC (configuration not stated) was read as HCMV inh 7, AmpC detergent -2% and Sm TGR inh -4%.
CC(C)(C)c1ccc(C(=O)Nc2sc3c(c2C#N)CCC(C(C)(C)C)C3)cc1 (configuration not stated) was read as HCMV inh inconclusive, AmpC detergent -2% and Sm TGR inh 9%.
Screening CN1CC[n+]2cnc3ccccc3c21 returned FBPA Giardia inh -2%, AMA1-RON2 inh -8%, HCMV inh 31, AmpC detergent -2%, HCV inh 3% and Sm TGR inh -3%.
C=CCc1cc(C=O)cc(OC)c1OCc1ccc(Cl)cc1 was read as AMA1-RON2 inh 47%[activator], HCMV inh 15, AmpC detergent -9%, HCV inh 5% and Sm TGR inh inconclusive.
Screening CCn1c(CCl)nc2cc(S(=O)(=O)N3CCOCC3)ccc21 returned AMA1-RON2 inh -16%, HCMV inh 20 and HCV inh inconclusive.
Screening COc1cc2ncnc(NCc3cc(F)ccc3F)c2cc1OC returned FBPA Giardia inh 3%, AMA1-RON2 inh 0%, HCMV inh -9, AmpC detergent 5%, HCV inh 1% and Sm TGR inh -13%.
